MEKK3 PB1 HTS = MEKK3-MEK5 PB1 interaction, increase or decrease. binding response (% of control), % at 10 µM. AID 1529. 290,000 compounds, 1.4% hits. bead-based flow cytometry, Alexa488-MEK5 binding to MEKK3; actives lie on both sides; 0 = blocked by unlabeled MEK5, 100 = vehicle. Q99759;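 active = binding response more than 3 SD above or below the average of its plate-row segment, actives on both sides; inconclusive = wells at one plate position flagged as instrument error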;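 also: Alexa488 bead fluorescence after subtracting the streptavidin-only scavenger bead signal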
IDE cell activ = boosts human insulin-degrading enzyme activity in HEK cells; 340,000 compounds, 0.073% hits; FAbeta-B cleavage, fluorescence polarization; 0% vehicle, 100% cell-free pure enzyme wells; AID 493087; activation, % at 5.96 µM; P14735;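 active = activation above the mean of all tested compounds plus 3 SD, set per screening campaign, cut at about 17% in these data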
VIM-2 inh = inhibitors of Pseudomonas aeruginosa VIM-2 metallo-beta-lactamase; purified VIM-2, nitrocefin hydrolysis, epi-absorbance fluorescence; inhibition, % at 5.6 µM; 290,000 compounds, 0.89% hits; AID 1527;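 active = inhibition above the mean of all tested compounds plus 3 SD, cutoff set per screening run, cut at about 7.5% in these data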;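 also: red hydrolysis product quenches plate fluorescence so inhibitors raise well fluorescence; 0% = enzyme with DMSO and 100% = DMSO without enzyme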
IMP-1 inh = blocks Pseudomonas aeruginosa IMP-1 metallo-beta-lactamase | inhibition, % at 5.6 µM | 290,000 compounds, 0.45% hits | purified IMP-1, nitrocefin hydrolysis, epi-absorbance fluorescence;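 active = inhibition above the mean plus 3 SD of all compounds in the same screening run, cut at about 4.5% in these data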;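 also: 0% = IMP-1 with DMSO and 100% = DMSO wells lacking enzyme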
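Test system: recombinant IMP-1 enzyme, purified / Medium: HEPES buffer pH 7.1 with ZnSO4 and Brij 35 / Doses: single dose, 5.6 µM / Times: 25 °C, 15 min preincubation, 25 min reaction / Detection: Epi-absorbance via hydrolysed-nitrocefin quenching of white-plate fluorescence, 480/530 nm, EDTA stop / Evaluation: percent inhibition from optical density relative to buffer-blank wells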
p-CIP stab down = compounds decreasing mouse p/CIP protein stability; Q05BA5; 290,000 compounds, 0.01% hits; F442A p/CIP-EGFP cells, EGFP fluorescence, 16 h; decrease of EGFP signal, % at 10 µM;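 active = EGFP signal decrease of at least 30% at 10 µM or well 3 SD below plate mean, unless failing retest; inactive = the rest, including hits failing retest or dose response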; also: some compounds called inactive have numbers as strong as hits; many of its hits are not listed in these tables
SUMO HTRF inh = SUMOylation inhibition | HTRF SUMOylation assay, SAE1/SAE2 + UBC9, in vitro | 290,000 compounds, 0.36% hits | P63279 | inhibition, % at 35 µM; in the data active = inhibition above about 50%, passing the limit was not always enough; inconclusive = no clear call, values can overlap the other calls; also: strong numbers were not always called active
Target sequence (P63279 whole entry, looked up): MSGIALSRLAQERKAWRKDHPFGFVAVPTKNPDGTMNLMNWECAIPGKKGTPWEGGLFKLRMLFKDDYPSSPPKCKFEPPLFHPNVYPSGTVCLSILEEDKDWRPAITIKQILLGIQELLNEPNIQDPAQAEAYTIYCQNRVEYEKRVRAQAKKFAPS
HCV NS3 hel inh = HCV NS3 helicase inhibition | NS3 helicase DNA unwinding, Cy5 molecular beacon fluorescence | 290,000 compounds, 0.56% hits | inhibition, % at 10.9 µM;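 active = inhibition above the mean of all tested compounds plus 3 SD, set per campaign, cut at about 35% in these data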;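 also: 0% = DMSO wells and 100% = thioflavine S control wells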
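Assay system – hepatitis C virus NS3 helicase domain fragment enzyme · Buffer or medium – MOPS pH 6.5, MgCl2, DTT, Tween20, BSA · Reagent – Cy5/quencher beacon DNA duplex and ATP to start · Compound – single 10.9 µM dose · Timing – 1 h at 25 °C · Technique – Cy5 beacon fluorescence read at start and 1 h · Measure – % inhibition of unwinding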
PHOSPHO1 inh = inhibitors of human PHOSPHO1 phosphatase; 290,000 compounds, 1.1% hits; recombinant PHOSPHO1, absorbance phosphatase assay; AID 1565; Q8TCT1; inhibition, % at 13.3 µM; in the data active = inhibition above about 60%
Target sequence (Q8TCT1 whole entry, looked up): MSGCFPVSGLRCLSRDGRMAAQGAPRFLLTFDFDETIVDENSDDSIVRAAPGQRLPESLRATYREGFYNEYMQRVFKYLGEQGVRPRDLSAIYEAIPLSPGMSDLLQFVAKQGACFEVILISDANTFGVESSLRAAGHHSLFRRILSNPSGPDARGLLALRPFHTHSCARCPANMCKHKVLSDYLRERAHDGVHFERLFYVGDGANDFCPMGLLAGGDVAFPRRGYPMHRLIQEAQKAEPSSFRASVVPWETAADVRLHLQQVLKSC
FID counter = counter-screen for HCV NS3 helicase inhibitors: DNA intercalator displacement; DNA fluorescent intercalator displacement, fluorescence; inhibition, % at 7.9 µM; 290,000 compounds, 0.17% hits; AID 1845; in the data active = inhibition above about 37%;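 also: 0% = vehicle and 100% = reference compound; higher means more ethidium bromide displaced from hairpin DNA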
* = called active by the depositor; ? = inconclusive; / = not tested or not shown.

Every second line gives: PHOSPHO1 inh	MEKK3 PB1 HTS	VIM-2 inh	p-CIP stab down	IMP-1 inh	FID counter	SUMO HTRF inh	IDE cell activ	HCV NS3 hel inh
(1) COc1cc2ccccc2cc1C(=O)Nc1ccc2oc(=O)ccc2c1
  23	99	0.2	-9	1.9	-7	12	5	6
(2) O=C(Cn1nnc(-c2ccccc2NC(=O)c2cccs2)n1)Nc1ccccc1
  -12	105	-1.5	-9	0.3	-1	2	5	0
(3) COc1cc(NC(=O)C2C3CCC(O3)C2C(=O)O)cc(OC)c1 (stereo not given)
  51	103	0.4	-6	0.2	4	-4	4	0
(4) c1csc(-c2nnc(N3CCCCCC3)c3ccccc23)c1
  6	97	-2.1	-12	-4.0	-3	2	-3	-4
(5) CN(C)S(=O)(=O)c1cccc(NC(=O)COC(=O)c2cccc(S(=O)(=O)N3CCc4ccccc4C3)c2)c1
  -3	100	0.8	3	-0.3	2	-4	3	-3
(6) COC(=O)C1=C(C)N(c2ccc(C(=O)OC)cc2)C(=O)C1
  -1	107	-3.2	-3	-0.6	-25	17	4	2
(7) CC(=O)NS(=O)(=O)c1ccc2c(c1)C(=O)c1cc(S(=O)(=O)NC(C)=O)ccc1-2
  8	98	2.5	-1	1.8	5	-7	-4	3
(8) COc1ccccc1Cn1c(=O)oc2ccc(C)cc21
  24	102	-2.9	-18	-5.4	-18	6	2	-3
(9) O=C(NNC1CC(=O)N(c2ccc3c(c2)OCCO3)C1=O)c1ccc(Cl)cc1 (stereo not given)
  18	102	-3.0	-8	-1.9	-16	4	0	7
(10) CCn1c(SCC(=O)Nc2ccccc2N2CCCCC2)nc2c1c(=O)n(C)c(=O)n2C
  -3	103	-2.0	-8	-2.8	-10	-2	-9	2
(11) Cc1ccc(C(=O)NCCCNC(=O)c2ccccn2)cc1
  16	99	-1.5	6	-5.5	-9	0	-1	9
(12) CCn1c(SCC(=O)N2CCCC2)nc2c(c1=O)SCC2
  -12	104	0.8	-14	0.4	-10	14	-5	8
(13) COC(=O)c1c(C)[nH]c(O)c1C=Nc1ccc(C(C)C)cc1
  28	101	0.7	-11	-1.6	-7	0	2	13
(14) Cc1cc(C(=O)NCCC(c2ccccc2)c2ccccc2)c(C)o1
  26	109	-1.2	-1	0.4	-14	-12	1	-7
(15) CN1CCN(c2ccc(CNC(=O)c3ccc4c(c3)OCCO4)cc2)CC1
  4	100	-2.1	-9	-1.4	2	16	4	-7
(16) CN(C)C(=O)c1cc(C(=O)c2ccc(Cl)cc2Cl)c[nH]1
  -7	104	-2.3	-6	-0.7	-10	12	2	1
(17) CC(=O)NC(Cc1ccccc1)c1ccc2c(c1)OCCCO2 (stereo not given)
  12	96	-3.7	-1	-2.3	-5	6	1	-18
(18) Cc1ccc(NC(=O)N2CCCC2C(=O)Nc2nnc(C(C)C)s2)cc1 (stereo not given)
  27	101	-0.6	4	-2.0	-20	-8	4	8
(19) CCOC(=O)CN(C(=O)CSc1nnc(C)n1-c1ccccc1)c1ccccc1
  14	104	-8.4	16	-1.3	-24	3	3	1
(20) O=C(NC(=S)NCCN1CCOCC1)c1ccccc1Cl
  -29	98	-3.4	-16	-1.6	-3	-3	1	3
(21) O=C(c1cccs1)N1CCN(S(=O)(=O)c2cccs2)CC1
  10	84	-0.4	-32	-1.3	-2	14	-2	4
(22) CCOC(=O)c1c(Nc2ccccc2)sc(/C=C2\C=Nc3ccccc32)c1O
  -2	99	-2.0	-10	3.1	2	6	6	-7
(23) Clc1cccc(-c2ccc(C=Nc3ccc(N4CCOCC4)cc3)o2)c1Cl
  28	106	-2.4	-4	-8.4	0	3	-1	5
(24) CCN(CC(=O)NCCCN1CCOCC1)S(=O)(=O)c1cc(Cl)ccc1Cl
  22	102	1.5	-8	-0.6	0	-8	1	-11
(25) O=C(NNc1ccc(Cl)cc1)c1cccs1
  -50	102	-1.6	1	-1.5	-3	20	7	4
(26) C/C(CC(=O)NCc1ccco1)=N\NC(=O)CC#N
  -8	101	-1.5	-1	-3.2	-4	6	1	4
(27) O=C(c1cccs1)N1CCCC(c2nc3c(nnn3Cc3c(Cl)cccc3Cl)c(=O)[nH]2)C1 (stereo not given)
  40	102	0.6	-5	-2.4	-41	-8	1	-1
(28) c1ccc(CCN=C2CCCc3c2[nH]c2ccccc32)cc1
  24	?	1.8	-4	0.5	2	16	6	8
(29) Cc1ccc(S(=O)(=O)NC2CCC(C(=O)O)CC2)cc1 (stereo not given)
  21	99	-1.8	3	-4.6	5	-6	2	-2
(30) COc1cccc(OC)c1OCCCOc1ccc(C)cc1Br
  -2	107	-3.2	5	-3.2	-11	-25	-2	0

Every second line gives: PHOSPHO1 inh	MEKK3 PB1 HTS	VIM-2 inh	p-CIP stab down	IMP-1 inh	FID counter	SUMO HTRF inh	IDE cell activ	HCV NS3 hel inh
(31) COc1cccc(C(=O)Nc2ccc(NC(=O)Cc3ccccc3)cc2)c1
  -1	112	-2.2	-4	-2.6	-15	15	1	4
(32) CCc1nn2c(=O)cc(COc3ccc(/C=C4\C(=N)N5N=C(CC(C)C)SC5=NC4=O)cc3)nc2s1
  45	97	-0.2	-9	-2.3	-17	5	/	3
(33) Cc1ccc(S(=O)(=O)n2c([N+](=O)[O-])cnc2C)c(C)c1C
  11	96	-4.4	8	-0.4	-7	-9	9	-6
(34) CCOc1ccc(C(=O)NCC(=O)OCCCOC(=O)CNC(=O)c2ccc(OCC)cc2)cc1
  14	102	0.3	-25	1.3	-40	14	4	5
(35) CCOC(=O)c1c(C)[nH]c(C)c1C(=O)CSc1nnc(-c2ccco2)n1Cc1ccccc1
  -16	94	-2.3	-6	-3.0	-41	-16	-3	0
(36) CCCCOC(=O)c1ccc(NC(=S)N2CCN(c3ncc4c(=O)c(C(=O)O)cn(CC)c4n3)CC2)cc1
  -14	103	-2.9	1	-3.1	0	-7	-1	-4
(37) Cc1nnc(SCC(=O)Nc2ccccc2)c2ccccc12
  24	101	-2.7	-6	-4.6	-22	-1	-1	4
(38) Cc1cc(=O)oc2cc(NC(=O)c3cccc(F)c3)ccc12
  37	104	-1.6	-4	-1.3	-1	29	2	6
(39) Nc1n[nH]c2c1C1(CCCCC1)Cc1ccccc1-2
  5	103	-4.0	-9	-1.4	-5	19	3	-18
(40) COc1ccc(CNC(=O)C2CCCN2S(=O)(=O)c2ccc(S(=O)(=O)N(C)C)cc2)cc1 (stereo not given)
  -8	118	-4.4	8	-1.6	-11	9	-1	4
(41) COc1cccc(-c2nc3ccccc3s2)c1
  10	89	-5.2	2	-1.8	-2	-10	-5	8
(42) O=C(NCCc1c[nH]c2ccccc12)/C(=C/c1cccnc1)NC(=O)c1cccs1
  43	101	-1.3	-17	-1.1	-3	3	2	6
(43) O=C(CSc1ccc2nnc(CCNC(=O)c3ccccc3)n2n1)NC1CCCC1
  25	98	1.8	-9	-0.5	-18	22	7	2
(44) Cc1c(C)n(C(=O)CSc2ncn[nH]2)c2ccccc12
  27	92	3.6	-7	-2.4	-1	10	10	3
(45) O=C(NCc1n[nH]c(=S)n1-c1ccc(Br)cc1)c1ccc(S(=O)(=O)N2CCCCC2)cc1
  -136	103	-1.6	3	-1.9	-38	-2	1	-8
(46) CCN(C(=O)COc1cc(=O)n(CC)c2ccccc12)c1cccc(Cl)c1
  -17	98	-1.1	6	-1.4	-37	-18	0	5
(47) COc1cc(NC(=O)CCC(=O)O)nc(OC)n1
  16	100	-3.3	13	-4.3	1	13	10	2
(48) COC(=O)c1cccc(NC(=O)COC(=O)CSc2nc(C)cc(C)n2)c1
  31	102	0.0	-14	-2.5	-18	21	6	-1
(49) Cc1ccc(S(=O)(=O)N2CCN(CC(=O)N/N=C\C(Cl)=C\c3ccccc3)CC2)cc1
  6	137*	-1.2	-3	-2.8	-2	-2	2	-2
(50) CCOC(=O)Cn1c(S(=O)(=O)Cc2ccc(F)cc2)nc(-c2ccccc2)c1-c1ccccc1
  -6	101	-1.3	-4	-1.5	-16	-1	5	-14
(51) COCC(C)n1c(=O)sc2ccccc2c1=O (stereo not given)
  49	101	-2.4	1	-1.9	-11	9	2	-8
(52) COC(=O)c1ccc(CN2CCC(n3nccc3NC(=O)C3CCCC3)CC2)cc1
  63*	98	-2.9	-9	-4.3	-2	15	1	-14
(53) O=C(NC(=S)N1CCN(c2ccc([N+](=O)[O-])cc2)CC1)c1ccccc1Cl
  -24	101	1.7	0	-2.0	3	0	5	5
(54) C=CCOc1ccc(C(=O)Nc2ccccc2C(=O)N2CCCC2)cc1
  /	103	-1.2	-3	-1.2	-18	-5	7	-5
(55) O=C(c1cc2ccccc2oc1=O)N1CCOCC1
  35	96	-2.3	-5	-2.1	-1	-6	4	7
(56) O=C(NCCCl)Nc1cccnc1Cl
  20	97	0.0	-11	-3.6	2	7	4	0
(57) Cc1cccc(NCN2C(=O)c3ccncc3C2=O)n1
  10	99	-4.4	-5	-3.6	0	-38	4	2
(58) CS(=O)(=O)N1CCC(C(=O)Nc2ccc(F)cc2F)CC1
  4	94	-0.5	10	-0.3	-5	0	5	0
(59) COc1ccc(CCN(C)C(=O)C2CCN(Cc3ccccc3)CC2)cc1OC
  24	102	-0.4	-12	-4.7	9	16	-2	3
(60) CCC1CCCCN1C(=O)Cn1c(=O)oc2ccccc21 (stereo not given)
  12	100	-3.5	-5	-3.0	-1	5	4	2
(61) COc1ccc(/C=N/NC(=S)NC2CCS(=O)(=O)C2)cc1OC (stereo not given)
  -140	123*	-4.2	-14	-2.6	-7	26	-1	5

Compound activity as filed in PubChem BioAssay.

Only part of the results is shown, so the mix of outcomes need not match the whole.
